Screens as filed in PubChem BioAssay.
Lipid storage S3 = qHTS Assay for Lipid Storage Modulators in Drosophila S3 Cells; Drosophila S3 cells, BODIPY lipid droplet fluorescence, 18-24 h; cells fed with added oleic acid; lipid storage change, negative = inhibition, % at the top dose, mostly 46.1 µM; hits show Potency in µM; 320,000 tested, 0.64% active; active = well fitted inhibition curve with a large enough effect in the signal ratio, with a control signal flat, not every such curve was filed as active; inconclusive = small, poorly fitted or top-dose-only effect, or effect the other way, or a change in a side signal; the % refers to the signal ratio
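Drosophila S3 cells got compounds at several concentrations plus oleic acid (400 uM solution). Laser-scanning cytometry with 488 nm excitation read lipid droplets at 500-530 nm and cells at 575-640 nm. Percent activity was relative to 20 uM Triacsin C.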
Lipid storage S3 cell count max = recorded beside Lipid storage S3, whose call it bears; cell number change, %; measured here: cell count max response;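 cells counted by Cell Tracker Red CMTPX staining in the red channel; peak over a dose series mostly up to 46.1 µM; percent activity relative to internal control wells on each plate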
Numbers without * were called inactive; i = inactive; ? = inconclusive; . = no result given; [ ] = dose if it differs, or a comment. % is scaled to controls: 0 for no effect and ±100 for the full control effect; potency is read from the fitted curve at half-maximal effect.

SMILES | Lipid storage S3 | Lipid storage S3 cell count max
CCOC(=O)CN(C(=O)CNC(=O)c1ccco1)C(C(=O)NC1CCCCC1)c1cccs1 (centres undefined) | -7% | -2
O=C(Nc1ccc(Cl)cc1)C1=Cc2ccccc2OC1 | ? | .
COC(=O)c1ccc(Cn2cc(Cl)cn2)o1 | -4% | 10
CC(C)(C)c1ccc(-c2nnc3sc(-c4ccccn4)nn23)cc1 | ? | .
Cc1ccc(OCc2nc3ccccc3n2C)cc1 | 7% | -24
Cc1ccc(S(=O)(=O)N2CCOCC2)cc1C(=O)N1C(=O)c2cccc(N)c2C1=O | ? | .
CCOC(=O)N1CCN(CC(O)COc2ccccc2C(C)(C)C)CC1 (centres undefined) | ? | .
O=C(O)CC(Cc1ccc(Cl)cc1)C(=O)NCC12CC3CC(CC(C3)C1)C2 (centres undefined) | i | .
O=C(O)CCc1nn2c3ccccc3n(CC(=O)O)c2nc1=O | -16% | 4
CCOc1ccc(NC(=S)NC(=O)/C=C/c2ccco2)cc1 | -14% | -10
Cc1ccc(Cl)cc1NC(=O)COC(=O)c1ccc(CN2CCCC2=O)cc1 | ? | .
COc1ccc(N2C(=O)CCC2=O)cc1 | i | 3
O=C(CSc1nc2ccccc2c(=O)[nH]1)N1CCCCC1 | 3% | 8
O=C(Cc1ccc(Cl)c(Cl)c1)Nc1ccc(S(=O)(=O)Nc2ncccn2)cc1 | i | 9
CN(Cc1cnccn1)C(=O)CC1C(=O)NCCN1Cc1cccc(Oc2ccccc2)c1 (centres undefined) | ? | .
CCCCNC(=S)NC(=O)c1ccccc1Br | ? | .
O=C(/C=C/c1ccco1)Nc1cccc(C(=O)Nc2ccccc2C(=O)O)c1 | 6% | 12
COc1ccc(S(=O)(=O)N2CCCCCC2)cc1C(=O)N(C)Cc1ccc(OC)c(OC)c1OC | ? | .
O=C(Nc1ccc2oc(-c3ccncc3)nc2c1)c1ccc(F)cc1 | -1% | 3
Cc1ccccc1C(=O)Nc1ccc(N2CCCCCC2)cc1 | i | -26

Some of these compounds in order of number of heavy atoms, high to low.
SMILES | Lipid storage S3 | Lipid storage S3 cell count max
CC(C)(C)c1ccc(-c2nnc3sc(-c4ccccn4)nn23)cc1 | ? | .
CCOc1ccc(NC(=S)NC(=O)/C=C/c2ccco2)cc1 | -14% | -10
COC(=O)c1ccc(Cn2cc(Cl)cn2)o1 | -4% | 10

Quoted from the entries so far, five compounds:
SMILES | Lipid storage S3 | Lipid storage S3 cell count max
CCOC(=O)CN(C(=O)CNC(=O)c1ccco1)C(C(=O)NC1CCCCC1)c1cccs1 (centres undefined) | -7% | -2
O=C(Nc1ccc(Cl)cc1)C1=Cc2ccccc2OC1 | ? | .
COC(=O)c1ccc(Cn2cc(Cl)cn2)o1 | -4% | 10
CC(C)(C)c1ccc(-c2nnc3sc(-c4ccccn4)nn23)cc1 | ? | .
Cc1ccc(OCc2nc3ccccc3n2C)cc1 | 7% | -24

The main list resumes with the 4 entries that preceded the break.
SMILES | Lipid storage S3 | Lipid storage S3 cell count max
O=C(/C=C/c1ccco1)Nc1cccc(C(=O)Nc2ccccc2C(=O)O)c1 | 6% | 12
COc1ccc(S(=O)(=O)N2CCCCCC2)cc1C(=O)N(C)Cc1ccc(OC)c(OC)c1OC | ? | .
O=C(Nc1ccc2oc(-c3ccncc3)nc2c1)c1ccc(F)cc1 | -1% | 3
Cc1ccccc1C(=O)Nc1ccc(N2CCCCCC2)cc1 | i | -26
O=C(Nc1ccc(-c2nnn(CC(=O)N3CCN(C(=O)c4ccco4)CC3)n2)cc1)c1ccccc1F | 23%[9.22 µM] | -1
COc1cc2c(cc1OC)C(C)N(S(=O)(=O)c1ccc(C)cc1)CC2 (centres undefined) | 12% | -8
COC(=O)NCC(C)OC(=O)Nc1cccc(Cl)c1 (centres undefined) | ? | .
COC(=O)c1ccc(CSc2nc3c(cnn3-c3ccc(Cl)cc3)c(=O)[nH]2)o1 | i | .
Cc1ccc(S(=O)(=O)c2nc(-c3ccccc3)oc2NCCCN2CCOCC2)cc1 | ? | .
Cc1c(Nc2nc3ccccc3nc2NS(=O)(=O)c2cccc(Cl)c2)c(=O)n(-c2ccccc2)n1C | -5% | 10
COc1ccc(C(=O)COC(=O)c2ccc3ccccc3n2)cc1 | ? | .
COc1ccc(N2CCN(C(=O)NCc3ccc(OC)c(OC)c3)CC2)cc1 | i | 2
O=C(c1ccco1)c1cn[nH]c1-c1ccc(Cl)cc1O | ? | .
CCOC(=O)c1ccc(N2C(=O)c3n[nH]c(C)c3C2c2ccc(OC)cc2)cc1 (centres undefined) | 4% | -21
CCCCOc1ccc(/C(O)=C2/C(=O)C(=O)N(CCCOC)C2c2ccncc2)cc1 (centres undefined) | ? | .
O=C(O)Cc1sc(-c2ccc(C(=O)O)cc2)nc1-c1ccccc1 | -7% | 1
Cc1cccc(C(=O)NCCC(=O)NCc2ccccc2Cl)c1 | 1.8µM* | -17*
Cc1cc2c(cc1C)C(c1ccccc1F)CC(=O)N2 (centres undefined) | -12% | -3
O=C(c1cc(COc2ccc3ncccc3c2)on1)N1CCC[C@H]1CO | ? | .
CN1C(=O)c2ccccc2N(C)C1c1cccs1 (centres undefined) | ? | .
CCCCCCC(=O)N1CCCC(c2nc(-c3cccc(OC)c3)no2)C1 (centres undefined) | 1% | -11
Cc1ccc(NC(=O)C2CCCN(C(=O)c3ccc(Cl)cc3)C2)cc1C (centres undefined) | ? | .
NS(=O)(=O)c1cccc(NC(=O)COC(=O)CCCc2c[nH]c3ccccc23)c1 | ? | .
O=c1cc(-c2ccc(O)c(-c3c(O)cc(O)c4c(=O)cc(-c5ccc(O)cc5)oc34)c2)oc2cc(O)cc(O)c12 | ? | .
CCOC(=O)N1CCN(C(=O)c2ccc(N(Cc3ccccc3Cl)S(C)(=O)=O)cc2)CC1 | -13% | .
NC(=O)CSc1nnc(-c2ccncc2)o1 | -6% | 3
Cc1ccc(C(=O)NC2CCCc3c2cnn3-c2ccc(F)cc2F)cn1 (centres undefined) | ? | .
C[C@H]1C(=O)N(C)CCN1C(=O)c1ccccc1OC1CCN(S(C)(=O)=O)CC1 | i | -15
CCOc1ccccc1CNC(=O)CCCc1cn(C)c2ccccc12 | -1% | 3
Cc1cc(C(=O)OCC(=O)N2C(C)CCCC2C)c(C)o1 (centres undefined) | ? | .
COc1ccccc1CNC(=O)/C(C#N)=C/c1ccc(OC)c(OC)c1OC | 1% | -15
CC1C(=O)N(Cc2ccc([N+](=O)[O-])cc2)c2ccccc2N1C(=O)c1c(F)cccc1F (centres undefined) | -13% | -19
Cc1cccc(C(=O)NC(=S)N(C)C2CCCCC2)c1 | i | -24
COc1ccc2[nH]c(=O)c(CN(C(=O)C3CCCO3)c3cccc(C)c3)cc2c1 (centres undefined) | i | 21
Cc1nc(-c2ccc(S(=O)(=O)N3CCN(c4ccccc4)CC3)cc2)co1 | ? | .
O=C(Cc1ccc(Cl)cc1)Nc1ccc(C(=O)N2CCCCC2)cc1 | i | 45
COc1ccccc1OP(=O)(O)Oc1ccccc1OC | ? | .
COC(=O)/N=C(/Cc1ccc(OC)cc1)c1ccc(OC)cc1 | ? | .
CCc1cccc(C)c1NC(=O)CSc1nc2ccncc2[nH]1 | ? | .
COc1ccc(/C=C2\SC(=S)N(CCCC(=O)Nc3cccc(C(=O)O)c3)C2=O)cc1OC | ? | .
COc1ccc(N2CC(C(=O)Nc3ccc(F)cc3F)CC2=O)cc1 (centres undefined) | i | .
COc1ccc(Oc2nc(C(F)(F)F)nc3ccccc23)cc1 | ? | .
Oc1ccccc1N1CCN(C(=S)NCCc2ccccc2)CC1 | ? | .
COC(=O)[C@H](C)NC(=O)Nc1cccc(C(F)(F)F)c1 | 3% | 3
CCCn1nc(C(=O)N2CCc3ccccc3C2)c2ccccc2c1=O | 4% | -9
CCOc1ccccc1C(=O)NCCC(=O)O | ? | .
Nc1nnc(SCC(=O)OCC(=O)NC2CCCCC2)s1 | ? | .
COc1ccc(CNC(=O)CCn2c(=O)c3cccn3c3ccc(F)cc32)cc1 | 5.8µM* | -3.8*
CCOCCCNC(=S)Nc1ccc(S(N)(=O)=O)cc1 | ? | .
CCN(CC)C(=O)c1sc(NC(=O)c2ccc(Br)o2)c(C(=O)OC)c1C | ? | .
COCC(C)NC(=O)c1ccc(N(C)C)cc1 (centres undefined) | ? | .
CSc1ccc(C(=O)C2CCCN(C(=O)c3nonc3C)C2)cc1 (centres undefined) | ? | .
c1cnc(N2CCN(Cc3c[nH]c4ccccc34)CC2)nc1 | 28% | 13
O=C(c1ccccc1)N1N=C(c2ccccc2)CC1c1ccccc1[N+](=O)[O-] (centres undefined) | ? | .
Cc1ccc(S(=O)(=O)CC(C)N2CCOCC2)c(S(=O)(=O)CC(C)N2CCOCC2)c1 (centres undefined) | ? | .
CN(C)C(=O)/C(=C\c1ccncc1)NC(=O)c1ccccc1 | -6% | -8
O=C(NC1CCCCC1)C(c1cccnc1)N(C(=O)c1csnn1)C1CCCC1 (centres undefined) | 11% | -1
O=C(CNC(=O)c1cccs1)c1ccc(Cl)cc1 | ? | .
O=C(O)c1ccc(COc2ccccc2/C=C2/NC(=O)N(c3cccc(Cl)c3)C2=O)cc1 | 26% | -25
O=C1CCC(=O)N1CCSC(=S)N1CCOCC1 | i | .
N/C(=N\OC(=O)c1cc(-c2ccccc2)nc2ccccc12)c1cccnc1 | ? | .
COc1cc2c(cc1OC)C(c1ccc(-c3cc(Cl)ccc3Cl)o1)=NCC2 | ? | .
COCCCNC(=O)c1ccc2c(c1)CCN2S(C)(=O)=O | ? | .
Cc1ccc(C(=O)N2CC(C)OC(C)C2)cc1S(=O)(=O)N1CCCCC1 (centres undefined) | 14% | 16

Further results follow:
SMILES | Lipid storage S3 | Lipid storage S3 cell count max
COc1ccccc1N1CCN(CCN(C(=O)c2ccc(F)cc2)c2ccccn2)CC1 | 4% | 0
Cn1c(=O)c2c(nc(Oc3ccccc3Br)n2C)n(C)c1=O | ? | .
COc1ccc(-n2nc(C(=O)NCC(=O)N3CCN(c4ccccc4OC)CC3)c3ccccc3c2=O)c(OC)c1 | i | -14
CC(C)OC(=O)c1ccc(NC(=O)c2cccc(-n3cnnn3)c2)cc1 | ? | .
COc1cccc(-n2c(C)nnc2SCC#N)c1 | ? | .
CCOc1ccc(-c2nnc(N3CCOCC3)c3ccccc23)cc1 | ? | .
N#Cc1nc(-c2ccc([N+](=O)[O-])cc2)oc1N1CCCCC1 | 6% | 3
O=S(=O)(c1cccc(-c2nn3c(-c4ccncc4)nnc3s2)c1)N1CCOCC1 | i | .
O=C(NCc1ccccc1F)C(=O)NCC1CCCN1S(=O)(=O)c1ccccc1 (centres undefined) | i | .
COc1ccc(NC2c3ccccc3C(=O)N2c2cccnc2)cc1Cl (centres undefined) | 25% | 8
Cc1ccc(NC(=O)CN2CCC(C(N)=O)CC2)cc1[N+](=O)[O-] | ? | .
O=C(NCc1ccc2c(c1)OCO2)c1nn2cccnc2c1Cl | ? | .
CN(c1ccc(C(=O)NCCC2=CCCCC2)cc1)S(C)(=O)=O | 13% | -5
Cc1cc(=O)n2nc(N3CCCC(C(=O)NCc4ccco4)C3)sc2n1 (centres undefined) | ? | .
Nc1nc2n(n1)C(c1ccccc1Cl)CC(c1ccc(F)cc1)N2 (centres undefined) | ? | .
COc1ccc(-n2nc(C(=O)NCC(=O)Nc3cc(OC)c(OC)c(OC)c3)c3ccccc3c2=O)cc1Cl | ? | .
COc1ccc(NCC(=O)Nc2ccc(C#N)cc2)cc1Cl | ? | .
CCOC(=O)C(NC(C)=O)(N1CCOCC1)C(F)(F)F (centres undefined) | ? | .
COc1ccc(CCNC(=O)CC(=O)N/N=C/c2ccc(Br)cc2)cc1OC | i | 1
CCOC(=O)c1sc2nc3n(c(=O)c2c1C)CCC(C)CC3 (centres undefined) | ? | .
O=C(O)CCCn1cc(NC(=O)COc2ccc(F)cc2)cn1 | ? | .
COCCOC(=O)c1[nH]c2c(c1C)C(=O)CC(c1ccc(OC)c(OC)c1)C2 (centres undefined) | ? | .
CCc1ccc(CNC(=O)C2CCN(S(=O)(=O)N3CCC4(CC3)OCCO4)CC2)cc1 | 3% | 0
CCOC(=O)N1CCC(N2CC34C=CC(O3)C(C(=O)Nc3ccc(OCC)cc3)C4C2=O)CC1 (centres undefined) | ? | .
Cc1noc(C)c1COc1ccccc1C(=O)NCCc1ccccc1 | -4%[0.0737 µM] | .
CCCCOC(=O)c1cc(=O)[nH]c2ccc(C)cc12 | ? | .
Cc1csc(NC(=O)c2sccc2C)n1 | 18% | 3
COC(=O)N/N=C/c1ccc(/C=N/NC(=O)OC)cc1 | -6% | 6
O=C(NCCCN=C1NS(=O)(=O)c2ccccc21)c1ccc(S(=O)(=O)N2CCCCC2)cc1 | 8.2µM* | -7.6*

This is a subset. The share of hits here may be higher or lower than overall.
